PV pol inh – poliovirus RNA polymerase inhibition; 0.66% of 150,000 active; AID 588519; % elongation, % (compound at 16.7 µg/mL); poliovirus polymerase elongation, fluorescence polarization; active compounds read low; in the data active = % elongation below about 90%; also: some results filed as inactive read as strong as hits
Target sequence (P03300 1749-2209 limits assumed): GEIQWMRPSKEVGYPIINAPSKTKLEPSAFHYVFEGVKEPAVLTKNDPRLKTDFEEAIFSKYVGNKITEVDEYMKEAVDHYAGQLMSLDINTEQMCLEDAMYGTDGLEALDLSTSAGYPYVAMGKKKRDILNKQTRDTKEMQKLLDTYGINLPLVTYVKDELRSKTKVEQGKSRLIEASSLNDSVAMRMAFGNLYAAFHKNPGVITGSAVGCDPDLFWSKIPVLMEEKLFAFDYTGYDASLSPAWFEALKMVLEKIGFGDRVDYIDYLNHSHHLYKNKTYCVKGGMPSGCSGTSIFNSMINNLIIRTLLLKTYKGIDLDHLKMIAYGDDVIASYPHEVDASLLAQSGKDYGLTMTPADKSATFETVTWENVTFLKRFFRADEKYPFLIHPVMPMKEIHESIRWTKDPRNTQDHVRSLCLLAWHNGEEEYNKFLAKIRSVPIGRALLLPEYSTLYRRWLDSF
PV pol inh FP z-score – also measured in PV pol inh; calls as there; z-score; measured here: FP z-score; hits read low
Active calls of the source: *. Some of the compounds tested; the hit share may differ from the screen's.

SMILES | PV pol inh | PV pol inh FP z-score
CC1=C(C(=O)Nc2ccccc2C)C(c2ccncc2)n2nc(SCc3ccccc3)nc2N1 (stereo not given) | 107.0 | 0.8
CCOc1ccccc1NC(=O)CSc1cn(CC(=O)N2CCCCCC2)c2ccccc12 | 111.0 | -0.5
Cc1cc(N2CCCCC2)nc2ccc(NC(=O)c3ccc(F)cc3)cc12 | 104.0 | -0.2
O=C(CSc1nc2ccccc2[nH]1)c1ccccc1 | 103.0 | 0
CCN(CC)C(=O)Oc1ccccc1 | 104.0 | 0.8
CCn1cc(CN(C)C(=S)Nc2ccc(S(=O)(=O)Nc3ncccn3)cc2)c(C)n1 | 100.0 | 0
COC(=O)/C(C#N)=C/c1cccc(OC)c1 | 102.0 | 0.1
COC(F)(C(=O)N1CCOCC1)C(F)(F)F (stereo not given) | 102.0 | 0.7
Cc1ccc(CN(C)C(=O)c2ccccc2OCCOc2ccccc2)o1 | 102.0 | 0
COc1ccc(-n2cccc2/C=C2/C(=N)N3C(c4ccccc4)=CSC3=NC2=O)cc1 | 93.0 | -2.4
CN(C1CCCCC1)S(=O)(=O)c1ccc(Cl)c(C(=O)NCCc2ccccn2)c1 | 101.0 | -0.2
Cc1ccsc1C=Nc1ccccc1N1CCCCC1 | 107.0 | 0.3
Cc1c(C(=O)NCc2ccco2)oc2c1C(=O)CCC2 | 102.0 | 0.1
OC1CCN(C(=S)Nc2ccc(Nc3ccccc3)cc2)CC1 | 105.0 | 0.8
C=CCn1c(SCc2cc3ccc(C)cc3nc2Cl)nnc1-c1ccoc1C | 97.0 | -0.6
O=C(O)COc1ccccc1 | 102.0 | 0
CCOC(=O)c1cc(-c2ccccc2)n(CCC(=O)Nc2nc3c(C)cccc3s2)c1C | 105.0 | 0.1
Cc1ccc(Cn2c(C)c(CNCc3ccco3)c(C(=O)O)c2C)cc1 | 101.0 | 0.2
O=C(O)C(c1ccccc1)c1cn2cc(Cl)ccc2n1 (stereo not given) | 103.0 | 0.6
Cc1c(C(=O)N(C)C)sc2c1c(=O)n(-c1ccc(Cl)cc1)c(=O)n2Cc1ccccc1F | 107.0 | 0.8
O=C(Nc1cccc(-c2nc3cc(Cl)ccc3o2)c1)c1ccc(F)cc1 | 102.0 | -0.5
COC(=O)CCNC(=O)NC(CCC(C)C)c1c(-n2cccc2)sc2c1CCN(C)C2 (stereo not given) | 119.0 | 1.3
N#Cc1ccc(S(=O)(=O)NC2CCCCNC2=O)cc1 (stereo not given) | 101.0 | -0.2
CC(=O)Nc1ccc(Nc2c3c(c(C#N)c4nc5ccccc5n24)CCCC3)cc1 | 102.0 | 0
O=C(c1cc(F)cc(F)c1)N1CC=C(c2ccccc2)CC1 | 103.0 | 0.3
CC(C)OC(=O)Nc1ccccc1 | 106.0 | 0.8
O=S(=O)(NNc1cnc2ccccc2n1)c1ccccc1C(F)(F)F | 102.0 | -0.1
O=S(=O)(c1ccc(Oc2ccc3ccccc3c2)nc1)N1CCOCC1 | 103.0 | 0.3
CCS(=O)(=O)c1ccc2oc(=S)n(CN(C)C3CCCCC3)c2c1 | 104.0 | 0.1
O=C(NCC1CCCO1)Nc1c[nH]c2c(Cl)cccc2c1=O (stereo not given) | 102.0 | 0
Cc1ccc(C(=O)NCC2CCCO2)o1 (stereo not given) | 107.0 | 0.4
CC1=C2C(=NCCN1)C(=O)N(c1ccc(F)cc1)C2c1ccccn1 (stereo not given) | 72.0 | -12
CCOCCCNC(=O)c1c(NC(=O)c2cc(=O)c3cc(C)c(C)cc3o2)sc2c1CCC2 | 107.0 | 0
Cc1ccc(NC(=O)c2oc3ccc(S(=O)(=O)N4CCCCCC4)cc3c2C)cc1Cl | 112.0 | 0.6
O=C1CC(c2ccc(S(=O)(=O)N3CCOC(COc4ccccc4)C3)cc2)CN1 (stereo not given) | 104.0 | 1
CC(C)C(C(=O)OC1CSCC1NC(=O)c1ccccc1)N1C(=O)c2ccccc2C1=O (stereo not given) | 103.0 | 0.1

Compounds from the list above containing fluorine (seven):
SMILES | PV pol inh | PV pol inh FP z-score
Cc1cc(N2CCCCC2)nc2ccc(NC(=O)c3ccc(F)cc3)cc12 | 104.0 | -0.2
COC(F)(C(=O)N1CCOCC1)C(F)(F)F (stereo not given) | 102.0 | 0.7
Cc1c(C(=O)N(C)C)sc2c1c(=O)n(-c1ccc(Cl)cc1)c(=O)n2Cc1ccccc1F | 107.0 | 0.8
O=C(Nc1cccc(-c2nc3cc(Cl)ccc3o2)c1)c1ccc(F)cc1 | 102.0 | -0.5
O=C(c1cc(F)cc(F)c1)N1CC=C(c2ccccc2)CC1 | 103.0 | 0.3
O=S(=O)(NNc1cnc2ccccc2n1)c1ccccc1C(F)(F)F | 102.0 | -0.1
CC1=C2C(=NCCN1)C(=O)N(c1ccc(F)cc1)C2c1ccccn1 (stereo not given) | 72.0 | -12

(further entries)
SMILES | PV pol inh | PV pol inh FP z-score
COc1cc(OC)c(C(=S)N2CCN(CCO)CC2)cc1OC | 99.0 | -0.8
Cc1c(C(=O)OC(C)C)c2cc(O)ccc2n1-c1ccccc1 | 100.0 | 0
Clc1ccc2oc(-c3ccccc3)cc(=NCCN3CCOCC3)c2c1 | 103.0 | 0.3
COC(CNC(=O)c1ccc(-n2c(C)cc3c2CCCC3)cc1)OC | 102.0 | 0.2
COC(=O)c1cnc(N2CCCN(C(=O)NC3CCCCC3)CC2)nc1C(F)(F)F | 102.0 | 0.3
COc1cc(C(=O)N2CCc3ccccc32)cc(OC)c1OC | 101.0 | -0.1
COc1ccccc1CNS(=O)(=O)c1ccc2[nH]c3c(c2c1)CCCCC3 | 100.0 | -1.8
O=C(CSCc1ccccc1)Nc1ccc(-c2nc3cccnc3s2)cc1 | 99.0 | -0.7
O=C(Nc1ccc(Cl)cc1Cl)ONC1=NCCCCC1 | 103.0 | 0.3
Cc1ccc(S(=O)(=O)Nc2ccc3c(c2)OCO3)cc1C(=O)N1CCOCC1 | 101.0 | -0.2
CCn1c(COc2cccc3cccnc23)nnc1SCC(=O)OC | 104.0 | 0.8
CN(Cc1ccccc1NCC(=O)NC1CCCC1)C1CCCCC1 | 106.0 | 0.4
COc1cccc2c1C(=O)c1c(O)c3c(c(O)c1C2=O)C[C@@](O)(C(=O)CO)C[C@@H]3O[C@H]1C[C@H](N)[C@H](O)[C@H](C)O1 | 72.0 | -2.7
Cc1ccccc1Nc1nc(N)nc(CN(C)Cc2ccc3c(c2)OCCO3)n1 | 109.0 | 0
Cc1ccc(C)c(Cn2cc(S(=O)(=O)c3ccc(Cl)cc3)c(=O)c3cc(F)ccc32)c1 | 98.0 | -2
NC(=O)CN1C(=O)C(O)(CC(=O)/C=C\c2ccccc2)c2ccccc21 (stereo not given) | 102.0 | 0.2
Cn1c(=O)[nH]c(=O)c2[nH]c(Cc3ccccc3)nc21 | 99.0 | -0.8
Cc1ccc(S(=O)(=O)NCC(O)Cn2c3ccccc3c3ccccc32)cc1 (stereo not given) | 102.0 | 0
CCCN(Cc1nnc(-c2ccccc2Cl)o1)C(=O)c1cccc(S(=O)(=O)N(C)C)c1 | 108.0 | 0.7
COC(=O)c1sc2ncccc2c1-n1c(C)ccc1C | 112.0 | 1.6
COC(=O)c1cccc(S(=O)(=O)N2CCCCC2)c1 | 99.0 | -0.1
COc1cc(/C=C(/Sc2nnc(-c3ccc(F)cc3)o2)C(=O)O)ccc1OC(F)F | 102.0 | 0
CCN1CCN(Cc2ccc(NC(=O)c3cn(-c4cccc(OC)c4)c(=O)c4ccccc34)cc2)CC1 | 100.0 | -0.8
CC1(C)OC(=O)N(CCCC(=O)O)C1(C)O (stereo not given) | 109.0 | 0.7

Compound profiles, as listed above. Screens in order: PV pol inh	PV pol inh FP z-score
COC(=O)c1cccc(S(=O)(=O)N2CCCCC2)c1 in the list: 99.0	-0.1
COc1cccc2c1C(=O)c1c(O)c3c(c(O)c1C2=O)C[C@@](O)(C(=O)CO)C[C@@H]3O[C@H]1C[C@H](N)[C@H](O)[C@H](C)O1 in the list: 72.0	-2.7
Cn1c(=O)[nH]c(=O)c2[nH]c(Cc3ccccc3)nc21 in the list: 99.0	-0.8

The list continues:
SMILES | PV pol inh | PV pol inh FP z-score
COc1ccc(CNC(=O)c2cnc3cc(C)ccn3c2=O)cc1 | 114.0 | 2.8
O=C1C2C3C=CC(C3)C2C(=O)N1Cc1cccnc1 (stereo not given) | 102.0 | 0.2
COC(=O)C1=C(C)N(C2CCCCC2)C(=O)/C1=C\c1ccc(N(C)C)cc1 | 100.0 | -0.3
O=C(O)CSCc1ccc(F)cc1 | 100.0 | -0.7
CCOc1ccc(NC(=O)CN(c2ccc(C)cc2)S(=O)(=O)c2cccs2)cc1 | 108.0 | 0.3
COC(=O)c1cnc(N2CCN(c3ccccc3OC)CC2)c2ccccc12 | 110.0 | 0.5
Cc1ccc(-c2nnc(SCC(=O)N3CCCc4ccccc43)o2)cc1 | 109.0 | 1
CCOC(=O)C(C(=O)Nc1ccccc1)C1CCCCC1 (stereo not given) | 101.0 | 0.3
Cc1ccc(C(=O)COC(=O)C2C3CC4OC(=O)C2C4C3)cc1 (stereo not given) | 103.0 | 0.6
COc1ccc(Nc2cc(C(=O)NCCCN(C)Cc3ccccc3)c3ccccc3n2)c(OC)c1 | 104.0 | -0.3
COc1ccc(C2=C(Nc3ccc(C)cc3C)c3ccccc3C2=O)cc1 | 109.0 | 1.3
O=C(c1cnn(-c2ccc(F)cc2)c1-n1cccc1)N1CCN(c2ccc(F)cc2)CC1 | 112.0 | 1
CC1Cc2ccccc2N1C(=O)CSc1nccc(=O)[nH]1 (stereo not given) | 101.0 | 0.1
O=c1[nH]cc(F)c(=O)[nH]1 | 101.0 | 0.4
Cc1c(Br)sc2sc(-c3ccnc(SCC(=O)NC(C)C)n3)c(C)c12 | 101.0 | -0.9
O=C(COc1cccc(Oc2ccccc2)c1)N1CCN(c2ccccc2)CC1 | 103.0 | 0.5
COc1ccc(CC(O)CN2CCOCC2)cc1 (stereo not given) | 90.0 | -1.3
CCOc1ccccc1CNC(=O)CCCN1C(=O)CCn2nc(-c3cccn3C)cc21 | 104.0 | -0.6
CC1(C)CC(=O)c2cc(-c3nc(-c4ccc(F)cc4)cs3)c(=O)[nH]c2C1 | 110.0 | 1.1
CSc1nc2c([nH]c3ccccc32)c(=O)n1-c1ccc(C)cc1 | 103.0 | -1.1
COC(=O)c1ccccc1NC(=O)CSc1nnnn1-c1ccc2c(c1)OCO2 | 101.0 | -0.2
CCCCOc1ccc(CNC(=O)c2ccc(NC(=O)N3CCSc4ncccc43)cc2)cc1 | 108.0 | 0.4
CC(=O)N1CCCc2cc(S(=O)(=O)CCC(=O)O)ccc21 | 100.0 | -0.3
CN1CCN(S(=O)(=O)c2ccc(SCC(=O)c3c[nH]c4ccccc34)nc2)CC1 | 104.0 | 0.2
CN1CCN(C(CNC(=O)C(=O)Nc2ccccc2C#N)c2ccc3c(c2)OCO3)CC1 (stereo not given) | 106.0 | -0.4
N#Cc1ccc(OCC(=O)NC2CCCC2)cc1 | 102.0 | 0.1
COC(=O)C1(C(=O)OC)C2C3C4CC5C6C4C2C6C1C53 (stereo not given) | 104.0 | 0.3
CN(C)c1ccc(/C=c2\sc3nc4ccccc4n3c2=O)cc1 | 112.0 | 2.6
FC(F)(F)c1cccc(N2CCN(C(=S)Nc3ccccc3)CC2)c1 | 104.0 | 0.2
Cc1nc(COC(=O)[C@H](C(C)C)N2C(=O)c3ccccc3C2=O)cs1 | 97.0 | -0.7
CC(OC(=O)c1ccccc1OC(F)F)C(N)=O (stereo not given) | 96.0 | -0.8
COC(=O)C1=C(N)C(=O)N(c2ccc(C(=O)OC)cc2)C1 | 101.0 | -0.3
O=C(/C=C/c1ccc(Br)o1)NCCCN1CCOCC1 | 98.0 | -1.2
COc1cc(OC)cc(C(=O)NCC(=O)NCc2ccccn2)c1 | 101.0 | -0.3
CCOC(=O)C(C)N1C(=O)S/C(=C/c2ccc(-c3ccccc3C(=O)O)o2)C1=O (stereo not given) | 101.0 | -0.1
CC(=O)NC(C)c1cc(C(C)(C)C)c(O)c(C(C)(C)C)c1 (stereo not given) | 100.0 | -0.2
Cc1ccc(C)c(Cn2c(C3CC(=O)N(c4ccccc4C)C3)nc3ccccc32)c1 (stereo not given) | 104.0 | -0.8
CCc1ccc2nc(Cl)sc2c1 | 105.0 | 0.8
Nc1nc(CCC(=O)O)nc(Nc2ccccc2)n1 | 98.0 | -0.7
CCCCc1ccc2nc(NC(=O)OC)[nH]c2c1 | 100.0 | 0.1
CCOc1ccc(S(=O)(=O)N2CCN(C(=O)c3cc(S(=O)(=O)N4CCOCC4)ccc3C)CC2)cc1 | 101.0 | 0
O=C1Nc2ccccc2O/C1=C\c1ccc(C(=O)N2CCN(c3ccccn3)CC2)cc1 | 100.0 | -0.1
C=CCN1C(=O)/C(=C/c2ccco2)S/C1=N/S(=O)(=O)c1ccccc1 | 98.0 | -1.4
COc1cc(-c2nnc(SCC(=O)N(C)C3CCCCC3)o2)cc(OC)c1OC | 107.0 | -0.2
O=C(COc1cccc(OCC(=O)Nc2ccccn2)c1)Nc1ccccn1 | 105.0 | 0.3
Cc1oc(-c2ccc(Cl)cc2)nc1CN1CCCC(C(=O)NC2CC2)C1 (stereo not given) | 99.0 | -0.7
CN1CCC(N(C)S(=O)(=O)c2ccc(F)cc2F)CC1 | 97.0 | -0.9
Cc1cc(Cl)nc(NN)c1C#N | 102.0 | -0.1
COc1cc(Cl)c(C)cc1NC(=O)CN1C(=O)C2CC=CCC2C1=O (stereo not given) | 92.0 | -1
CSc1nnc(CSc2ncccn2)n1C | 100.0 | -0.4
S=C1Nc2ccccc2C2CC=NN12 (stereo not given) | 102.0 | 0.1
COc1ccc2c(Sc3ccc(C)cc3)c(C(=O)NCC(C)c3ccccc3)[nH]c2c1 (stereo not given) | 106.0 | -0.2
S=C(Nc1ccc(Cl)cc1Cl)NC(Cn1ccnc1)c1ccccc1 (stereo not given) | 96.0 | -1.1
CC(C)N1C(=O)S/C(=C/c2cccnc2)C1=O | 102.0 | 0.3
CCOC(=O)COc1ccc(C23CC4CC(CC(C4)C2)C3)cc1 | 102.0 | 0.2
Cc1nnc(N2CCC(C(=O)NC3CCCCC3)CC2)c2nn(-c3ccccc3)c(C)c12 | 107.0 | -0.3

Screens as filed in PubChem.
